High-throughput results (PubChem)
HSF1 activator = increases HSF-1 driven luciferase reporter signal. NIH3T3-HGL HSF-1 luciferase reporter, MG132, 8 h; 100% = twice DMSO control signal. activation, % at 9 µM. hit rate 1.7% among 300,000;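 active = mean replicate activation of at least 50% with a set share of replicates each reaching 50%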;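 also: 0% = median of the neutral control wells and 100% = twice that signal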
HSF1 inh = HSF1 inhibition; NIH3T3-HGL HSE-luciferase, MG132-induced, luminescence 8 h; stronger effect = lower value; activity change, negative = inhibition, % at 7.5 µM (by protocol); hit rate 0.77% among 300,000; AID 2098;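 active = more than half of replicate wells show activity change below -50%, luminescence cut by over half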;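 also: luciferase reports HSF-1 transcriptional activity via heat shock element; 0% = median of DMSO wells and -100% = zero luminescence signal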
Platelet DG rel = platelet dense granule release activity; hit rate 0.22% among 300,000; inhibition, %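 (compounds screened at 7.5 µM in platelet-rich plasma)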; human platelet-rich plasma, SFLLRN dense granule ATP release, luminescence; AID 1663;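 active = mean replicate score, as percent of positive control, at or above 50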
AI-2 QS modul = Vibrio harveyi AI-2 quorum sensing modulation; Vibrio harveyi JMH597 AI-2 luminescence/OD600 ratio, 9 h; stronger effect = lower value; strain lacks LuxN and CqsS sensors; 0 = neutral-control median; activity change, % at 7.5 µM; hit rate 0.4% among 300,000; AID 2094; in the data active = activity change below about -75%, passing the limit was not always enough;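 also: luminescence divided by OD600 gain over 9 h not by final OD600 alone; inactives centre near 13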
HDAC3 inhib = human HDAC3 inhibition. O15379. recombinant HDAC3, fluorogenic peptide/trypsin coupled, fluorescence. inhibition, % at 8.3 µM. hit rate 0.15% among 320,000. AID 2718; in the data active = inhibition above about 26%, passing the limit was not always enough
Target sequence (O15379 whole entry, looked up): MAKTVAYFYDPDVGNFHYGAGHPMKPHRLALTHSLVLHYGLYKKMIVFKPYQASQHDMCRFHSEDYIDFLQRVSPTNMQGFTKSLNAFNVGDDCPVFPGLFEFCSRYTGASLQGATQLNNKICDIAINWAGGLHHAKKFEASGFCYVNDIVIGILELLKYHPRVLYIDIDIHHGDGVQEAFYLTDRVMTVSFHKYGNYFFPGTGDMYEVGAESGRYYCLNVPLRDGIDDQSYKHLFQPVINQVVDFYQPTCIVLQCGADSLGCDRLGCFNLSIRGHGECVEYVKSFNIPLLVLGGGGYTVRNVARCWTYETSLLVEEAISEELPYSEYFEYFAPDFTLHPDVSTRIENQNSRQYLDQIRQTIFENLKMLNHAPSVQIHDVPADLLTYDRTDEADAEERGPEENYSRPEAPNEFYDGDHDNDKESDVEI
PolyA inhibitor = inhibitors of polyadenylation in S. cerevisiae | S. cerevisiae SKY197-pL101 polyadenylation reporter, beta-gal luminescence; efflux-impaired pdr1/pdr3 knockout yeast; score 100 = 6 SD above DMSO | hit rate 0.02% among 300,000 | AID 1875 | calls only at 12 µM;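 active = lowest replicate activity score at least 50, where 100 means six control SD above control mean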;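 also: yeast exposed to compound for 9 h at 30 °C; higher score means more reporter readthrough which indicates perturbed polyadenylation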
HSP90 refold inh = inhibitors of HSP90 luciferase refolding in rabbit reticulocyte lysate | luciferase refolding luminescence, 3 h | inhibition, % at 5.6 µM | hit rate 0.91% among 290,000;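 active = inhibition above the screen-wide mean plus 3 SD, computed separately per campaign, cut at about 16% in these data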;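 also: 0% = DMSO wells and 100% = 60 µM geldanamycin wells; inhibitors lower the luminescence because luciferase stays unfolded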
GSK3 alpha inh = blocks human GSK-3 alpha kinase; P49840; ADP-Glo luminescence, 60 min; inhibition, % at 10 µM; hit rate 0.1% among 320,000; AID 2650;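 in the data active = inhibition above about 50%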;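 also: GST-tagged GSK-3 alpha with peptide substrate and 25 µM ATP; 0% = DMSO neutral wells and 100% = GW8510 positive control wells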
Target sequence (P49840 whole entry, looked up): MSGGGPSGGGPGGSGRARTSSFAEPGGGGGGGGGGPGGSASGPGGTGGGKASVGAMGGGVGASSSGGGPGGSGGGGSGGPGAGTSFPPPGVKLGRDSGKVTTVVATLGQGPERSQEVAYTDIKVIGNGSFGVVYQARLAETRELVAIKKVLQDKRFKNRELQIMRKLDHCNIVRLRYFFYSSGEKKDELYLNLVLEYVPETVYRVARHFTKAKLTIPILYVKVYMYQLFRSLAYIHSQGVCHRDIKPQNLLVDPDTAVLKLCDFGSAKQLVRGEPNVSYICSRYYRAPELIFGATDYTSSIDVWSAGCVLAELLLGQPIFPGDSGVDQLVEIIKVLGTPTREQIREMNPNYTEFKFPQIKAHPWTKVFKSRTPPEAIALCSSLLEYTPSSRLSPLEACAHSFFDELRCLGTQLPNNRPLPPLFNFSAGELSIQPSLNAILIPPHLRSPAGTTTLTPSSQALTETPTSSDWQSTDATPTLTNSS
Dyrk1A ADPGlo = inhibitors of rat Dyrk1A kinase; inhibition, % at 12.5 µM; AID 504441; ADP-Glo luminescence, NFATc1 peptide; hit rate 0.43% among 310,000; Q63470; in the data active = inhibition above about 50%;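 also: plate controls were vehicle with enzyme for no effect and no enzyme for full effect; many of its hits are not listed in these tables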
GSK3beta inhib = human GSK3beta kinase inhibition; P49841; GST-GSK3beta kinase, ADP-Glo luminescence, 60 min; stronger effect = lower value; activity score (negative = inhibition), % at 10 µM; hit rate 0.038% among 300,000; AID 2097;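 active = more than half of replicate wells score below -50%, meaning over 50% inhibition versus plate controls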;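 also: 0% = median DMSO wells and -100% = median GW8510 positive control wells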
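Test system: GST-fused GSK3beta enzyme, cell-free | Quantity: 1.6 ng GST-GSK3beta enzyme per well | Reagent: 25 µM ATP with peptide substrate | Schedule: 60 min enzyme reaction, room temperature | Signal: Luminescent ADP-Glo measurement of ADP formed | Read-out basis: Score relative to plate controls | Control set: DMSO and 20 µM GW8510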
Numbers without * were called inactive; i = inactive; . = not tested or not shown; & = joins results of further samples. Some of the compounds tested. The share of hits here may be higher or lower than overall.

Below each SMILES: HSF1 activator, HSF1 inh, Platelet DG rel, AI-2 QS modul, HDAC3 inhib, PolyA inhibitor, HSP90 refold inh, GSK3 alpha inh, Dyrk1A ADPGlo, GSK3beta inhib
- Cc1ccc(-c2csc(NC(=O)c3cccc(S(=O)(=O)N4CCN(C)CC4)c3)n2)cc1
 : 5, 3, -6, 0, 0, i, 4, -3, 1, -5
- CCOC(=O)c1cc(-c2ccc(Cl)s2)nc2c1c(C)nn2C
 : -1, -3, -24, 20, ., i, -1, ., ., -2
- CCOC(=O)N1CCN(C(=O)C2CC(=O)N(Cc3ccc(OC)cc3)C2)CC1 (centres undefined)
 : 13, -2, -3, 4, 4, i, 2, 0, 4, 15
- CC1CCN(C(=S)c2cn(Cc3ccc(F)cc3)c3ccccc23)CC1
 : -28, 2, 2, 7, 10, i, -1, -1, 8, 0
- O=S(=O)(c1ccc(C(F)(F)F)cc1)N1CCN(CCc2ccccc2)CC1
 : -9, 2, 7, 29, -1, i, -1, 2, -4, 19
- CC(C)Oc1cccc(C(=O)N/N=C/c2coc3ccccc3c2=O)c1
 : ., ., ., 47, 3, ., -1, ., 7, 13
- CCCCC1S/C(=N/N=C/c2ccc(OC)cc2)N(Cc2ccc(OC)cc2)C1=O (centres undefined)
 : 3, -4, 1, 14, 0, i, 4, 0, -4, 1
- CCn1c2ccc(OC)cc2c2nc3ccccc3nc21
 : 1, 0, 5, 5, 5, i, -2, -1, ., 3
- CCOC(=O)[C@@H]1[C@H]2COc3ccc(Br)cc3[C@@H]2N2C(=O)N(c3ccc(OC)cc3)C(=O)[C@]12C
 : 22, 3, 1, 22, 3, i, -3, 0, 7, -2
- CC1CCc2c(sc(NC(=O)COC(=O)C3CCCO3)c2C#N)C1 (centres undefined)
 : -8, 1, -11, 9, -3, i, 3, 1, 2, 0

Additional entries
Below each SMILES: HSF1 activator, HSF1 inh, Platelet DG rel, AI-2 QS modul, HDAC3 inhib, PolyA inhibitor, HSP90 refold inh, GSK3 alpha inh, Dyrk1A ADPGlo, GSK3beta inhib
- Cc1ccc(-c2csc(NC(=O)COC(=O)c3cccc(S(=O)(=O)N4CCOCC4)c3)n2)cc1
 : 36, 19, 4, 30, 11, i, -10, 0, ., 0
- CCOC(=O)CSc1nnc(CSc2nc(N)c3c(C)c(C)sc3n2)n1-c1ccccc1
 : -7, 1, 2, 12, 1, i, 3, 1, -6, 3
- C=CCn1c(NC(=O)c2ccco2)nc2ccccc21
 : -7, 6, -13, 11, -2, i, 1, -4, 2, -5
- COC(=O)C1=CC(C(=O)c2cccs2)=NN(c2ccc(OC)cc2)C1C(=O)OC (centres undefined)
 : 2, 3, -1, 17, 14, i, -6, -2, -6, -2
- CC(=O)c1ccc(S(=O)(=O)N(C)CCCC(=O)N(C)Cc2ccccc2F)cc1
 : -1, -8, -2, 22, 1, i, 1, -2, 2, 1
- Cc1ccc(SCC(=O)Nc2ccc(N3CCN(C)CC3)c(F)c2)c(C)c1
 : 31, 9, 9, 2, 0, i, 2, -2, -4, 0
- Cc1ccc(N2CC(C(=O)Nc3nnc(SCC(=O)N4CCOCC4)s3)CC2=O)cc1 (centres undefined)
 : 9, -3, -7, 13, -5, i, 1, 2, -8, -2
- O=C(NCCCCc1ccccc1)C1CC(c2ccc([N+](=O)[O-])cc2)=NO1 (centres undefined)
 : 15, 1, 2, 35, 7, i, 3, -4, 37, 1
- O=C(Oc1cccc2ccccc12)c1ccncc1
 : -7, 5, -3, 2, -6, i, 7, 1, 4, 2
- CC(=O)c1cccc(NC(=O)C2CCN(C(=O)c3ccc([N+](=O)[O-])cc3)CC2)c1
 : 8, -3, 2, 7, 1, i, -1, 0, 2, 1

Next structures follow:
Below each SMILES: HSF1 activator, HSF1 inh, Platelet DG rel, AI-2 QS modul, HDAC3 inhib, PolyA inhibitor, HSP90 refold inh, GSK3 alpha inh, Dyrk1A ADPGlo, GSK3beta inhib
- O=C(Oc1cccc(Br)c1)c1cccnc1
 : 2, -3, 0, -27, -2, i, 0, -2, 1, 2
- COc1ccccc1N1CCN(S(=O)(=O)c2c(C)[nH]c(C)c2C(=O)N2CCCCC2)CC1
 : 3, 2, 2, 14, 7, i, -4, -1, -2, 2
- COc1ccc(F)cc1CN1CCN(C(=O)CCC(=O)Nc2nnc(CC(C)C)s2)CC1
 : 3, 3, -10, 25, 19, i, 2, 4, -8, 5
- CCNC(=S)NNC(=O)CSc1nc2ccccc2[nH]1
 : -37, -27, -2, 7, 2, i, 0, 1, ., -1
- CN(c1ccc(OCc2ccc([N+](=O)[O-])cc2)cc1)S(=O)(=O)c1ccccc1
 : 18, 19, 0, 3, 7, i, 2, -2, 0, 2
- Cc1ccc(NCc2ccccc2O)cc1
 : -12, -1, 1, -37, 7, i, -1, 1, -5, 1
- Cc1cc(Cl)c(C(=O)Nc2cccc(C(F)(F)F)c2)c(C)n1
 : 39, 27, 10, -4, 2, i, 1, -3, 0, 3
- CCOC(=O)CSc1nnc(CNc2cccc(Cl)c2)n1C
 : -1, -8, -3, 7, -1, i, 1, -1, -4, -1
- CCOC(=O)N1CCC(Nc2c(NCCCN(CC)Cc3ccccc3)c(=O)c2=O)CC1
 : -39, -25, 2, 5, 3, i, 0, -1, 4&0, -2
- C=CCn1c(SCC(=O)Nc2cccc(C(=O)OC)c2)nnc1C(C)NC(=O)c1cccs1 (centres undefined)
 : 11, -2, 4, 20, 5, i, 1, -5, 16, -1

Additional entries follow.
Below each SMILES: HSF1 activator, HSF1 inh, Platelet DG rel, AI-2 QS modul, HDAC3 inhib, PolyA inhibitor, HSP90 refold inh, GSK3 alpha inh, Dyrk1A ADPGlo, GSK3beta inhib
- C=CCSc1nc(C)c(CC=C)c(=O)[nH]1
 : 13, -3, 12, 12, -3, i, 2, -5, -6, 3
- O=C(Nc1nnc(-c2ccc(Br)cc2)o1)c1ccco1
 : 15, 6, 3, 17, 3, ., ., -1, 9, 0
- CCN(C1CCCCC1)S(=O)(=O)c1ccc(C(=O)O)cc1
 : -4, -6, 4, 22, -4, i, -2, -3, 12, 1
- Cc1ccccc1C(=O)N1CCN(S(=O)(=O)c2cccs2)CC1
 : -7, -6, 15, 5, 0, i, -4, 0, 0, 0
- COC(=O)c1cccc(CSC(=S)N2CCCC2)c1
 : -38, -23, 11, -27, -13, i, 2, -3, -2, -2
- Cc1noc(C)c1S(=O)(=O)N1CCCC(C(=O)NCC2CCCO2)C1 (centres undefined)
 : 0, -6, -2, 12, -2, i, -1, 0, -1, 1
- CN(C)CC(C)(C)CNS(=O)(=O)c1ccc(Cl)c(Cl)c1
 : 6&-5, -7&15, -2&10, 7&-9, 12&-3, i, 0&-1, -2&-1, -5&4, -1&-7
- CC(C)[C@H](NC(=O)c1ccccc1)C(=O)OCC(=O)N1CCCCCC1
 : 4, 11, 10, 29, -3, i, 1, -4, -1, 7
- Cc1ccc(OCCn2nnc3ccccc32)cc1C
 : 46, 30, -4, -2, -2, i, -1, 0, -3, 0
- NC(=O)CC(NC(=O)Cc1ccc(Br)cc1)c1ccc(NC2CCN(Cc3ccccc3)CC2)c([N+](=O)[O-])c1 (centres undefined)
 : 9, 5, 4, 38, 4, i, -4, 0, -5, -5

Additional results follow.
Below each SMILES: HSF1 activator, HSF1 inh, Platelet DG rel, AI-2 QS modul, HDAC3 inhib, PolyA inhibitor, HSP90 refold inh, GSK3 alpha inh, Dyrk1A ADPGlo, GSK3beta inhib
- Cc1cc(OCCn2ccnc2)ccc1C(C)C
 : 8, 0, -1, 19, ., i, 6, ., -5, 0
- O=C(CN1CCC(C(=O)c2cccc(F)c2)CC1)NCc1cccs1
 : 2, -6, -1, 12, -2, i, 2, -1, -2, 1
- COc1ccc(NC(=O)n2ncc3c(C)cccc32)cc1
 : 60*, 39, 4, 11, 4, i, 2, 1, -1, -19
- COC(=O)c1sccc1NC(=O)Nc1ccc(C)cc1C
 : 8, 1, -4, 18, 2, i, 1, -2, 0, -1
- COc1ccc(C(=O)O/N=C(\N)Cc2ccc(Cl)cc2)cc1OC
 : 15, 10, 5, 26, 12, i, 3, -2, 7, -1
- CCOC(=O)[C@@H]1[C@H]2COc3cc(OC)ccc3[C@@H]2N2C(=O)N(c3ccc(Br)cc3)C(=O)[C@@]12C
 : 14, 3, 3, 20, 14, i, -1, -1, 3, 0
- CC(=O)N1CCC(N(C(=O)Nc2ccc(Cl)cc2)C(C)C)CC1
 : 37, 8, -4, 8, 5, i, -1, 0, 1, 0
- COc1ccc(-c2cc(C(=O)c3c(N)n(C)c(=O)n(C)c3=O)c3ccccc3n2)cc1
 : 44, 26, 18, 18, -4, i, 5, -2, -4, -4
- COC(=O)C[C@H]1c2ccc(C(F)(F)F)cc2S(=O)(=O)N1Cc1ccccc1
 : -9, -11, 4, 24, -2, i, ., 2, 2, 1
- CCOc1ccc2c(c1)OC1(CCC(C)C1)CC2=O (centres undefined)
 : 7, 8, -4, 0, 3, i, ., 0, 2, -1

Other results follow.
Below each SMILES: HSF1 activator, HSF1 inh, Platelet DG rel, AI-2 QS modul, HDAC3 inhib, PolyA inhibitor, HSP90 refold inh, GSK3 alpha inh, Dyrk1A ADPGlo, GSK3beta inhib
- O=C(CNC(=O)C12CC3CC(CC(C3)C1)C2)NC1=NCCS1
 : -14, -12, -4, -11, 3, i, 0, -2, -2, -2
- O=C(CN1C(=O)CSC1=O)NCc1ccccc1
 : -11, 1, -7, 9, 3, i, -4, -4, 3, 2
- CCN(CC)C(=O)COc1ccc(C=O)cc1OC
 : 75*, 38, -18, 7, -3, i, 4, -13, -22, 2
- O=C(NNC(=S)NC(=O)c1cccnc1)c1ccccc1
 : 3, 13, 0, 74, -4, i, -2, 11, -1, 1
- O=C(O)COc1ccc(/C=N/Nc2nc(Nc3ccccc3)nc(N3CCCCC3)n2)cc1
 : 15, -9, 1, 7, 7, i, -6, -2, 11, -5
- COc1ccc(/C=C/C(=O)Nc2ccc(C34CC5CC(CC(O)(C5)C3)C4)cc2)cc1OC
 : -26, -19, 7, 10, -4, i, 6, -1, -3, 3
- O=c1cc(N2CCc3ccccc3C2)[nH]c(=O)n1-c1ccc(Br)cc1
 : 19, -2, -15, 8, -4, i, -2, 0, 0, 3
- COc1cccc(-c2nn3c(-c4ccco4)nnc3s2)c1
 : 10, 16, 2, 33, 6, i, ., 3, 3, 1
- CCOC(=O)CC(=O)CSc1ncnc2c1nnn2-c1ccccc1
 : 11, 7, -2, 29, -1, i, -3, -18, 1, -3
- O=C(/C=C/Nc1cccc([N+](=O)[O-])c1)c1ccco1
 : 14, 13, 5, 8, 6, i, -1, 0, 3, 0
- CCn1cc(/C=N\NC(=O)c2cc(-c3ccccc3OC)nc3ccccc23)c(C)n1
 : 19, 6, 0, -1, 2, i, 2, 1, 4, -2
- COC(=O)c1nnn(-c2nonc2N)c1CN1CCCC1
 : 6, -3, 4, 10, -6, i, -5, -1, 1, -1
